Screening data (PubChem BioAssay)
KCNH2 3.1 block: KCNH2 3.1 (human) potassium channel inhibition | U2OS KCNH2 3.1, thallium flux FluxOr; hits give low values | activity change, % (tested at about 1.8 µM) | hit rate 0.95% among 340,000 | AID 720553;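 active = maximum activity change below -70%; inconclusive = maximum activity change from -70% to -50%; inactive = maximum activity change above -50%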;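 also: thallium influx rate constant from kinetic fluorescence after stimulation buffer; % is scaled to controls: 0 for no effect and ±100 for the full control effect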
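Measured as rate of thallium-driven FluxOr signal in transduced U2OS cells carrying the 3.1 channel, read kinetically for 2 min upon stimulation; values are rate constants scaled to DMSO control wells.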
a7 integrin act: activators of alpha7 integrin expression for muscular dystrophy. hit rate 0.064% among 350,000. Potency, µM (titrated, usually from 38.3 µM), for inactives: at the highest dose activation, hits mostly activators. alpha7betagal myoblasts, beta-gal FDG fluorescence, 48 h;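 also: potency is read from the fitted curve at half-maximal effect; 100% = response of the positive control SU9516; nearly all actives have a fitted effect of over 60% in size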
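Alpha7betagal+/- myoblasts (passage 13) were plated 16-24 hr, then exposed to compounds (1:260 dilution of DMSO stock) for 48 hours at 37C. After MPER lysis, β-galactosidase reporter activity was read as FDG fluorescence (ex 480/em 540) after 30 minutes.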
AT treatment: potential ataxia-telangiectasia treatment. […] A-T fibroblasts, KAP-1 phosphorylation AlphaLISA; neocarzinostatin DNA damage 30 min before lysis. Potency, µM (doses to about 57.5 µM), without a hit: at the top dose activation, most hits filed as activators. hit rate 0.19% among 320,000. AID 485349; also: potency is read from the fitted curve at half-maximal effect; % of control where 0% means no effect; nearly all actives have a fitted effect of over 45% in size
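ATM-like activity read as KAP-1 phosphorylation via AlphaLISA donor/acceptor antibody pairs after lysis and 6 hr at 25C. Cells were ATM-null patient fibroblasts ([…], hTERT), dosed 60 min, then exposed to the DSB inducer NCS for 30 min.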
CXXC DNA block: MLL CXXC-DNA interaction inhibition. Q03164. MLL-CXXC / FITC-HOXA9 DNA fluorescence polarization. Potency, µM (titrated, usually from 115 µM), without a hit: top-dose activity change, negative = inhibition, usual class: inhibitors. hit rate 0.037% among 290,000; active = well fitted inhibition curve with a large enough effect in the polarisation, with a control signal flat, not every such curve was filed as active; inconclusive = small, poorly fitted or top-dose-only effect, or effect the other way, or a change in a side signal; inactive = no such curve, though single readings can be large or run the other way; the % refers to the polarisation; also: potency is read from the fitted curve at half-maximal effect
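Purified MLL-CXXC (added from a 7 uM solution) was preincubated 5 min at ambient with pinned compounds in 50 mM Tris-HCl pH 7.5, 50 mM NaCl, 1 mM DTT, 0.05% BSA. Fluorescein-labeled HOX-A9 DNA (50 nM solution) followed, 30 min, then polarization read.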
GALK inh: inhibitors of human galactokinase. Potency, µM (top dose mostly 57.5 µM), without a hit: top-dose activity change, negative = inhibition, hits mostly inhibitors. hit rate 0.007% among 270,000. P51570. AID 1868. Purified GALK, Kinase-Glo residual ATP luminescence; also: potency is read from the fitted curve at half-maximal effect; % is scaled to controls: 0 for no effect and ±100 for the full control effect
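Galactose (100 uM) and ATP (35 uM) were turned over by 5 nM GALK for 1 h at RT. Kinase-Glo Plus then converted the remaining ATP into a luminescent signal.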
ASM inhibitor: inhibitors of human secretory acid sphingomyelinase. P17405. hit rate 0.006% among 340,000. Potency, µM (doses to about 57.5 µM), inactives show at the highest dose activity change, negative = inhibition, most hits filed as inhibitors. placental ASM, HMU-PC fluorogenic substrate, 60 min; also: potency is read from the fitted curve at half-maximal effect
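HMU-PC0 cleavage (9 uM final) by human placental ASM, 60 min at 37 °C following 10 min compound exposure at RT; stopped at pH 10, fluorescence Ex 386/Em 447 nm.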
Coupling enz: counter-screen for Giardia aldolase inhibitors: coupling enzyme system. activity change, negative = inhibition, % at 58.2 µM, hits read low. coupling enzyme system counterscreen, AmpLite Red fluorescence. hit rate 0.67% among 290,000. AID 2472; in the data active = activity change below about -30%; also: % is scaled to controls: 0 for no effect and ±100 for the full control effect
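Activity here indicates interference with the coupling reaction, not aldolase inhibition. Compounds at 57.5 uM final met coupling enzymes for 10 min at RT; substrate and AmpLite Red detection followed, with a 525/598 nm fluorescence read after 20 min.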
TRPV1 agonist: human TRPV1 agonism; TRPV1-expressing cells, Fluo-8 calcium influx, agonist mode; activation, % at 8.33 µM; hit rate 0.19% among 320,000; AID 540275; in the data active = activation above about 80%; inconclusive = between about 30% and that limit; also: 0% is about no effect
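Fluo-8 calcium influx in TRPV1-expressing cells, kinetic read (ex 480/em 520 nm). Compound added and read 3 min for agonist activity, followed by capsaicin at EC20 final and 2 min further read for enhancement.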
KCNH2 WT inh: inhibitors of human wildtype KCNH2 potassium channel | Q12809 | U2OS, BacMam KCNH2, thallium flux FluxOr; hits give low values | activity change, % at 1.84 µM | hit rate 0.37% among 340,000;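 active = maximum activity change below -70%; inconclusive = maximum activity change between -70% and -50%; inactive = maximum activity change above -50%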; also: % is scaled to controls: 0 for no effect and ±100 for the full control effect
Target sequence (Q12809 whole entry, looked up): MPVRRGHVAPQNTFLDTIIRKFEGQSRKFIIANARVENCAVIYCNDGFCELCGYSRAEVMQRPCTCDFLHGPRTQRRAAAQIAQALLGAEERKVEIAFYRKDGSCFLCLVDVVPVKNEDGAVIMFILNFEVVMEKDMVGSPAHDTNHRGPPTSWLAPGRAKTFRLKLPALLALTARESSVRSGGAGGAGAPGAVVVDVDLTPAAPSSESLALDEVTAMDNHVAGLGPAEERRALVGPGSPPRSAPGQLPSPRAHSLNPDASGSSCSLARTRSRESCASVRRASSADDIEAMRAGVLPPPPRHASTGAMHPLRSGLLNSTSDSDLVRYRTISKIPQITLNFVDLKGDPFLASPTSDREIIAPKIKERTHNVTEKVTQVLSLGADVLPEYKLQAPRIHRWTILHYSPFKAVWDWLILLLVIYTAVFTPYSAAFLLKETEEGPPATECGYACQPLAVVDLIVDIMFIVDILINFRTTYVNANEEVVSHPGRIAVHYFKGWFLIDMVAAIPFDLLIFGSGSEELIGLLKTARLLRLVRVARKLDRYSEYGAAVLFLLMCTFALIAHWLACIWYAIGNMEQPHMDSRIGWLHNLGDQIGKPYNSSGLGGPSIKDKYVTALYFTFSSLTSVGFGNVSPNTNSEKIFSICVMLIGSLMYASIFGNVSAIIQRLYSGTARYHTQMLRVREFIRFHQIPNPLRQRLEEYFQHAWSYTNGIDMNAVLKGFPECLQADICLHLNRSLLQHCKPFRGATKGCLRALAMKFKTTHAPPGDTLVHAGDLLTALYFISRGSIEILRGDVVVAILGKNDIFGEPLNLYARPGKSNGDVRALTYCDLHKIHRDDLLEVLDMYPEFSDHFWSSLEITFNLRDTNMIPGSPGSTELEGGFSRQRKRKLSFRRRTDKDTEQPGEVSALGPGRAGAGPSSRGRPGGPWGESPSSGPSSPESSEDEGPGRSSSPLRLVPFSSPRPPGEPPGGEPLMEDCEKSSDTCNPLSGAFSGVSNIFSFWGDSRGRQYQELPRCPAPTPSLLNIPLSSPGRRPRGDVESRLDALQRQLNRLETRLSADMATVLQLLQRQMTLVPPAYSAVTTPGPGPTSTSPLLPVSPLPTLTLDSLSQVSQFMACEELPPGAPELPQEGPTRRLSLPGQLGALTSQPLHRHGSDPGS
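U2OS cells transduced with wild-type KCNH2 virus are loaded with FluxOr dye for 45 min, and thallium flux is measured in kinetic reads before and after stimulation buffer. Rate constants are normalized to DMSO controls.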
MBNL1 CUG block: inhibitors of human MBNL1 binding to CUG repeat RNA | Potency, µM (titrated, usually from 57.5 µM), for inactives: at the top dose activity change, negative = inhibition, actives largely listed as inhibitors | hit rate 0.036% among 280,000 | Q9NR56 | TR-FRET MBNL1-His/biotin-(CUG)12 binding, 665/545 ratio; active = well fitted inhibition curve with a large enough effect in the signal ratio, with a control signal flat, not every such curve was filed as active; inconclusive = small, poorly fitted or top-dose-only effect, or effect the other way, or a change in a side signal; inactive = no such curve, though single readings can be large or run the other way; the % refers to the signal ratio; also: potency is read from the fitted curve at half-maximal effect; % is scaled to controls: 0 for no effect and ±100 for the full control effect
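Compound titration spanned 92 nM–58 uM against the MBNL1-His/biotin-(CUG)12 complex. After 60 min at room temperature with 5 nM streptavidin-XL665 and 0.055 ng/ul terbium anti-His, ratiometric 665/545 nm emission (Ex 340 nm) normalized to controls.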
* = called active by the depositor; ? = inconclusive; . = not tested or not shown; [ ] = another dose, or the depositor's remark. Unless noted, calls follow the shape of the dose curve; as a rule, active = well fitted curve in the direction sought with a large enough effect; inconclusive = small, poorly fitted or top-dose-only effect, or another doubt; inactive = no such curve, though single readings can be large; an effect the other way counts as inactive or inconclusive.

#1 Cn1c(=O)c2c(SCC(=O)NC3CCCC3)nc(CC(C)(C)C)nc2n(C)c1=O
#2 COc1ccc(NC(=O)N(C)C[C@H]2Oc3ccc(NS(=O)(=O)c4ccccc4)cc3C(=O)N([C@H](C)CO)C[C@@H]2C)cc1
#3 Cc1cc(C)c(NC(=O)CNC(=O)COC(=O)CNC(=O)c2ccc(Cl)cc2Cl)c(C)c1
#4 O=C(NNC(=O)c1ccccc1[N+](=O)[O-])c1ccccn1
#5 CC(=O)N1c2ccc(S(=O)(=O)N3CCC(C(=O)Nc4cccc(C)c4)CC3)cc2CC1C (configuration not stated)
#6 O=C(NC1CCCCC1)c1ccc2c(c1)OCO2
#7 Cc1ccc(C(C)C)c(OCc2nn(CC(=O)c3ccc(OC(F)F)cc3)c3[n+]2CCCCC3)c1
#8 COCCNC(=O)C(=O)c1cc(C)n(-c2ccc([N+](=O)[O-])cc2)c1C

assay / entry	1	2	3	4	5	6	7	8
KCNH2 3.1 block	7	7	-3	3	1	5	12	0
a7 integrin act	-6%	34%	7%	-13%	-54%[inhibitor]	2%	-74%[inhibitor]	-12%[7.66 µM]
AT treatment	4%	.	2%	9%	-3%	0%	-9%	-8%
CXXC DNA block	-1%	.	.	-9%	10%	7%	-8%	2%
GALK inh	5%	.	.	4%	6%	-2%	2%	0%
ASM inhibitor	-4%	-1%	-1%	2%	1%	1%	-8%	-1%
Coupling enz	.	.	.	-28	0	0	3	3
TRPV1 agonist	5	.	10	6	0	12	12	-1
KCNH2 WT inh	2	-12	6	-14	9	-14	2	3
MBNL1 CUG block	3%	.	.	?	-4%	3%	-22%	?

Pulled one by one from above:
#8 COCCNC(=O)C(=O)c1cc(C)n(-c2ccc([N+](=O)[O-])cc2)c1C
#2 COc1ccc(NC(=O)N(C)C[C@H]2Oc3ccc(NS(=O)(=O)c4ccccc4)cc3C(=O)N([C@H](C)CO)C[C@@H]2C)cc1
#6 O=C(NC1CCCCC1)c1ccc2c(c1)OCO2
#1 Cn1c(=O)c2c(SCC(=O)NC3CCCC3)nc(CC(C)(C)C)nc2n(C)c1=O

assay / entry	8	2	6	1
KCNH2 3.1 block	0	7	5	7
a7 integrin act	-12%[7.66 µM]	34%	2%	-6%
AT treatment	-8%	.	0%	4%
CXXC DNA block	2%	.	7%	-1%
GALK inh	0%	.	-2%	5%
ASM inhibitor	-1%	-1%	1%	-4%
Coupling enz	3	.	0	.
TRPV1 agonist	-1	.	12	5
KCNH2 WT inh	3	-12	-14	2
MBNL1 CUG block	?	.	3%	3%

New compounds follow.
#9 O=C(NCc1ccccn1)Nc1ccc(Cl)c(Cl)c1
#10 CC(=O)c1ccc(NS(=O)(=O)c2ccc(CC(C)C)cc2)cc1
#11 CNC(=S)Nc1cccc(S(=O)(=O)NCc2ccco2)c1
#12 CC(C)C(c1nnnn1CC1CCCO1)N1CCN(Cc2ccc3c(c2)OCO3)CC1 (configuration not stated)
#13 Cc1ccc(S(=O)(=O)NNC(=O)C2CCN(S(=O)(=O)c3ccc(C)cc3)CC2)cc1
#14 CCC(C(=O)NCCCN1CC(C)CC(C)C1)n1ncn2c(cc3occc32)c1=O (configuration not stated)
#15 COc1cccc(-n2cc(C(=O)O)c3ccccc3c2=O)c1
#16 CCOc1cc(/C=C2\SC(=S)N(NS(=O)(=O)c3ccccc3)C2=O)ccc1O

assay / entry	9	10	11	12	13	14	15	16
KCNH2 3.1 block	-9	15	5	-18	-3	9	6	8
a7 integrin act	-7%	2%	-64%[inhibitor]	26%	1%	-14%	11%	0%
AT treatment	3%	.	6%	13%	4%	8%	-8%	-43%
CXXC DNA block	16%	17%	.	-3%	-1%	20%	-1%	-11%
GALK inh	-1%	1%	.	-3%	-2%	-2%	0%	-2%
ASM inhibitor	2%	-13%	0%	-3%	-3%	3%	-4%	-5%
Coupling enz	3	10	.	3	3	4	-3	10
TRPV1 agonist	30	-11	.	1	0	-3	1	3
KCNH2 WT inh	-4	6	-8	3	-2	13	2	-2
MBNL1 CUG block	1%	-2%	.	-7%	0%	5%	-4%	110%[activator]

#17 CCCCN(C(=O)CSc1nncn1-c1ccccc1)c1c(N)n(Cc2ccccc2)c(=O)[nH]c1=O
#18 NC(=O)NCCN1CCN(c2ncc(C(F)(F)F)cc2Cl)CC1
#19 c1ccc(-c2noc(C34CC5CC(CC(C5)C3)C4)n2)cc1
#20 O=C(c1ccc(COc2ccccc2)o1)N1CCN(S(=O)(=O)c2ccccc2Cl)CC1
#21 Cn1nnnc1CCOCCc1nnnn1C
#22 CNC(=O)c1ccc(NC(=O)/C=C/c2cccc(F)c2)cc1
#23 CCCCCC1CC(/C(C)=N/NC(N)=O)OC1=O (configuration not stated)
#24 c1ccc(CCNc2nc3ccccc3s2)cc1

assay / entry	17	18	19	20	21	22	23	24
KCNH2 3.1 block	11	-27	-1	7	22	4	19	-8
a7 integrin act	-9%	2%	-12%	?	-12%	-2%	-15%	3%
AT treatment	-4%	6%	5%	23%	1%	-1%	.	.
CXXC DNA block	-4%	15%	-3%	.	3%	-1%	-10%	4%
GALK inh	2%	11%	1%	.	-1%	0%	1%	2%
ASM inhibitor	2%	0%	0%	-1%	0%	-1%	-1%	-2%
Coupling enz	-2	2	0	.	-5	0	0	-3
TRPV1 agonist	2	?	-1	9	0	?	17	?
KCNH2 WT inh	.	23	9	-11	-10	5	9	-4
MBNL1 CUG block	-8%	.	0%	.	-4%	.	5%	0%

#25 CN1C(=O)C2(c3ccccc31)c1c(oc3ccccc3c1=O)C(=O)N2CCO (configuration not stated)
#26 CCOc1cc2[nH]c(=S)n(CCN3CCC(C)CC3)c(=O)c2cc1OCC
#27 O=C1c2ccccc2N2C(=O)c3ccccc3C2N1Cc1ccccc1 (configuration not stated)
#28 Cc1ccc(C2C(C#N)=C(N)Oc3n[nH]c(C)c32)cc1 (configuration not stated)
#29 COc1ccc(-c2csc(Nc3ccc(S(=O)(=O)Nc4cc(C)on4)cc3)n2)cc1
#30 NC(=O)C1CCN(C(=O)CN2CCN(c3cccc(C(F)(F)F)c3)CC2)CC1
#31 CC(C)(C)c1ccc(C(=O)Nc2ccc(NC(=O)C(=O)O)cc2)o1
#32 C#CCNC(=O)C1=C[C@H](C2CCCCC2)[C@@H](CCCO)[C@H](OCC)O1

assay / entry	25	26	27	28	29	30	31	32
KCNH2 3.1 block	4	5	10	-1	-3	-5	-5	-5
a7 integrin act	2%	?	2%	-16%	20%	3%	8%	30%
AT treatment	-4%	8%	30%	3%	4%	-4%	6%	19%
CXXC DNA block	-5%	14%	-3%	0%	-15%	0%	-5%	-8%
GALK inh	1%	1%	0%	-1%	-4%	-3%	-3%	0%
ASM inhibitor	2%	-1%	-2%	-1%	-17%	2%	8%	-7%
Coupling enz	2	0	7	0	-1	-1	4	2
TRPV1 agonist	1	3	4	-5	0	2	1	2
KCNH2 WT inh	-1	0	4	1	-20	-2	-4	-16
MBNL1 CUG block	11%	-6%	-8%	10%	9%	-7%	0%	9%

#33 COc1ccc(Cl)c(NCCC(=O)O)c1
#34 COCCNC(=O)c1ccc(NS(=O)(=O)c2ccc3[nH]c(=O)[nH]c3c2)cc1
#35 CC1=C(C(=O)OC2CCCCC2)C(c2ccco2)C2=C(CC(C)(C)CC2=O)N1 (configuration not stated)
#36 COc1ccc(-c2c(C)nn3c(Cl)c(C)c(C)nc23)cc1
#37 NC(=O)NC(Cc1ccccc1)c1ccccc1 (configuration not stated)
#38 O=C(O)/C(=C1\OC(=O)c2ccccc21)c1ccccc1
#39 COc1ccc(CNS(=O)(=O)c2cc(-c3cc(C)no3)ccc2C)cc1OC
#40 Cc1cc(C)n(S(=O)(=O)c2cc(C)c(C)cc2C)n1
#41 O=c1c2c3c(sc2ncn1/N=C/c1ccncc1)CCCC3
#42 Cc1ccc(C(=O)Nc2ncc(Cc3ccc(F)cc3)s2)o1
#43 Cc1ccc(C)c(C(=O)Nc2cc(C)nn2-c2nc(C)cc(C)n2)c1

assay / entry	33	34	35	36	37	38	39	40	41	42	43
KCNH2 3.1 block	-16	2	1	-11	2	.	-4	-1	-1	7	19
a7 integrin act	16%	16%	-2%	-38%	9%	-23%	-6%	0%	11%	-7%[7.66 µM]	?
AT treatment	-1%	-29%	-5%	-2%	2%	1%	5%	13%	-1%	-1%	-6%
CXXC DNA block	-1%	?	2%	-1%	2%	-2%	6%	-3%	1%	-7%	5%
GALK inh	0%	-7%	-1%	-1%	4%	-1%	7%	3%	-3%	-1%	1%
ASM inhibitor	5%	5%	223%[activator]	-1%	-3%	4%	-1%	-7%	-6%	-3%	-2%
Coupling enz	0	.	-2	1	1	0	-1	0	5	-2	7
TRPV1 agonist	4	3	?	10	1	2	12	12	12	?	?
KCNH2 WT inh	3	-25	2	0	-16	-16	2	14	-25	5	8
MBNL1 CUG block	2%	-10%	-10%	14%	-6%	2%	-7%	3%	4%	-6%	-1%
